Screens deposited in PubChem BioAssay by several laboratories.
GPR7 antag – human neuropeptides B/W receptor 1 antagonism. P48145. GPR7-expressing cells, fluorescence antagonist assay. inhibition, % at 4.4 µM. 290,000 tested, 1.1% active. AID 1861; in the data active = inhibition above about 16%, passing the limit was not always enough;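 note: cells stimulated with the agonist NPW; 0% = agonist with vehicle and 100% = vehicle without agonist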
MEKK3 PB1 HTS – MEKK3-MEK5 PB1 interaction, increase or decrease. Q99759. bead-based flow cytometry, Alexa488-MEK5 binding to MEKK3; actives lie on both sides; 0 = blocked by unlabeled MEK5, 100 = vehicle. binding response (% of control), % at 10 µM. 290,000 tested, 1.4% active;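 active = binding response more than 3 SD above or below the average of its plate-row segment, actives on both sides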;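 note: Alexa488 bead fluorescence after subtracting the streptavidin-only scavenger bead signal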
GalR3 antagonist – antagonists of human GalR3; inhibition, % at 3 µM; AID 651719; HEK293 GalR3-CNG cAMP membrane potential fluorescence; galR3 body fused to GalR1 C-terminus; 360,000 tested, 0.44% active; O60755;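 active = inhibition above the screen-wide average plus 3 SD, cut at about 13% in these data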;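 note: forskolin and galanin both at EC90 stimulate the cells; cAMP rise reported by CNG channel membrane potential dye signal; 0% = forskolin plus galanin with DMSO and 100% = forskolin alone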
PHOSPHO1 inh – inhibitors of human PHOSPHO1 phosphatase | Q8TCT1 | recombinant PHOSPHO1, absorbance phosphatase assay | inhibition, % at 13.3 µM | 290,000 tested, 1.1% active; in the data active = inhibition above about 60%
Target sequence (Q8TCT1 whole entry, looked up): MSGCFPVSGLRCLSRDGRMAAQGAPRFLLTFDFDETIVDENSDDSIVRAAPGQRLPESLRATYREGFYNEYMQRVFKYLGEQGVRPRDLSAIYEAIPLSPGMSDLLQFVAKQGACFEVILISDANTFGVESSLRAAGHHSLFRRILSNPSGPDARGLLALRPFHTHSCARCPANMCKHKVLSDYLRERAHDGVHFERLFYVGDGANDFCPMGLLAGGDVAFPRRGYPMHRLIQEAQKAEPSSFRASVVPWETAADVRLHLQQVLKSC
NALP1 yeast inh – blocks the NALP1 inflammasome reconstituted in yeast; inhibition, % at 10 µM; AID 2071; 280,000 tested, 0.61% active; S. cerevisiae NALP1/ASC/caspase-1 growth, X-gal OD620, 72 h; in the data active = inhibition mostly above about 24%, no sharp cut-off; inactive = mostly below about 32%; note: some compounds called inactive have numbers as strong as hits
MEKK2 mut-MEK5 – signal of MEK5 binding to mutant human MEKK2 PB1 domain. AID 1530. 290,000 tested, 0.35% active. percent response, % at 10 µM. bead flow cytometry, Alexa488-MEK5 binding to MEKK2 mutant; in the data active = percent response above about 24%, passing the limit was not always enough; note: inactives centre near 1; some results filed as inactive read as strong as hits; reference of the scale not given here
V1R ag counter – counter-screen for oxytocin receptor agonists: human V1a receptor agonists | P37288 | CHO-V1R cells, Fluo-8 calcium fluorescence, agonist mode; 0% DMSO, 100% 3 nM vasopressin | activation, % at 3 µM | 320,000 tested, 0.25% active;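 active = activation above the mean activation of all tested compounds plus 3 SD, per screening run, cut at about 20% in these data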;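 note: signal is peak over basal fluorescence ratio across a 100 second FLIPR read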
Target sequence (P37288 whole entry, looked up): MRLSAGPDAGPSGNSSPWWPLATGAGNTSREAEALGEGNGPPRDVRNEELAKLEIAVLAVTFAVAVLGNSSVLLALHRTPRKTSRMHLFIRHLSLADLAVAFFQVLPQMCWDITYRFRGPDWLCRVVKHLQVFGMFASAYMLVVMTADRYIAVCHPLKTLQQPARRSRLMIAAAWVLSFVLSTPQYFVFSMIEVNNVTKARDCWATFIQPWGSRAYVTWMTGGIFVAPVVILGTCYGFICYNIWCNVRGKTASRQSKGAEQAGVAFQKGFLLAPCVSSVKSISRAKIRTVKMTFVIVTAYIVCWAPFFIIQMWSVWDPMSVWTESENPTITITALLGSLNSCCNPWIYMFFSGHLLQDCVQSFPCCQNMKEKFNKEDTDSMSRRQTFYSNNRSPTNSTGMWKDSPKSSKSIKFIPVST
OXTR agonist – agonists of human oxytocin receptor; activation, % at 3 µM; AID 2435; CHO-OTR cells, Fluo-8 calcium fluorescence; normalized: DMSO 0%, oxytocin 100%; 320,000 tested, 0.32% active;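 active = activation above the mean of all tested compounds plus 3 SD, cutoff set per screening run, cut at about 20% in these data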;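 note: peak over basal fluorescence ratio from a 100 s FLIPR kinetic read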
Target sequence (P30559 whole entry, looked up): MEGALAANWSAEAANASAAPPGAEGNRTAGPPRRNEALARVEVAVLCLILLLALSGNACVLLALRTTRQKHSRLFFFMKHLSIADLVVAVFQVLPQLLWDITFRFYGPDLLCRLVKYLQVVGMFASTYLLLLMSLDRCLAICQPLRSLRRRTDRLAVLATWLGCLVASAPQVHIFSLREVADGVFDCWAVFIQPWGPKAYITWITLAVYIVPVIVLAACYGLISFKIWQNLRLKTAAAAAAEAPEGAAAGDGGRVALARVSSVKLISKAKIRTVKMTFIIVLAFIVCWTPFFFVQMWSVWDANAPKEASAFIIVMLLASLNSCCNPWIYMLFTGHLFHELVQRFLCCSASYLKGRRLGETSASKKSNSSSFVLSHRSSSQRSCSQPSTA
MEKK2 WT-MEK5 – raises or lowers MEK5 binding to wildtype human MEKK2 PB1 domain; Q9Y2U5; bead flow cytometry, Alexa488-MEK5 binding to MEKK2 WT; actives lie on both sides; binding response (% of control), % at 10 µM; 290,000 tested, 1.1% active; AID 1531; in the data active = binding response below about 67% or above about 130%
* = called active by the depositor; i = inactive; / = not tested or not shown.

SMILES	GPR7 antag	MEKK3 PB1 HTS	GalR3 antagonist	PHOSPHO1 inh	NALP1 yeast inh	MEKK2 mut-MEK5	V1R ag counter	OXTR agonist	MEKK2 WT-MEK5
Cn1c(=N)n(CC(O)c2ccco2)c2ccccc21 (configuration not stated)	9	99	-3	1	36	-1	0.0	0.0	98
Cc1ccc(C)c(NC(=S)N2CCC(NC(=O)c3ccc(F)cc3)CC2)c1	4	105	-10	16	0	4	0.6	1.4	102
COc1ccc(CNC(=O)CSc2nc3ccc(N)cc3s2)cc1	-3	111	1	-27	29	1	-1.3	-0.9	105
Cc1ccc(NC(=O)c2cc(-n3cnnc3)ccc2Cl)cc1	-11	100	-2	6	-50	-3	2.9	0.4	100
Cc1cc([N+](=O)[O-])c(N2CCC[C@@H]2C(=O)O)c([N+](=O)[O-])c1	-4	114	-6	26	30	5	0.0	1.7	108
O=C(Cn1nc(Cc2cccnc2)c2ccccc2c1=O)NCCCN1CCCC1=O	6	86	2	2	-20	-4	0.2	-0.2	86
COC(=O)CN1C(=O)c2cccc3cccc1c23	-4	99	-9	23	9	-1	1.0	-0.2	99
N=c1c(C(=O)NCC2CCCO2)cc2c(=O)n3ccccc3nc2n1Cc1ccccc1Cl (configuration not stated)	9	102	-10	-6	8	0	-0.7	-1.3	104
O=C(NC(=S)Nc1cccc(Cl)c1N1CCCCC1)c1cccs1	-1	99	-5	0	-3	1	3.8	0.2	99
O=C(NCc1ccc(F)cc1)Nc1ccccc1	-5	100	0	48	14	-2	0.4	-0.7	93
Cc1ccc([N+](=O)[O-])cc1S(=O)(=O)Nc1ccc(N2CCOCC2)cc1	1	97	-4	38	10	0	2.1	1.8	95
c1cn2cc(-c3ccc4c(c3)OCO4)nc2s1	-7	98	-2	68*	6	-1	11	-1.0	98
CC1CCN(C(=O)C2CCN(C(=O)c3cc4sccc4n3Cc3ccc(F)cc3)CC2)CC1	3	98	-11	8	4	2	5.6	5.8	100
COc1ccc(S(=O)(=O)N2CCCC2C(=O)Nc2nccs2)cc1 (configuration not stated)	-2	104	-2	21	19	11	0.6	0.1	107
CC(C)CCn1c(N2CCOCC2)nc2c1c(=O)n(CC(N)=O)c(=O)n2C	8	78	0	-15	5	-13	0.2	0.0	88
CC(C)[C@H](NC(=O)c1ccco1)C(=O)OCC(=O)Nc1ccc(F)cc1	0	105	-7	12	2	-2	-0.7	-0.8	98
CC1Cc2nc(SCC(=O)N3CCOCC3)n(-c3ccccc3)c(=O)c2S1 (configuration not stated)	0	106	/	3	/	8	0.7	-0.6	106
Cn1c(NNC(=O)C(c2ccccc2)c2ccccc2)cc(=O)n(C)c1=O	-8	96	-3	-13	2	-12	1.3	0.6	90
O=C(O)Cn1c(=S)sc2ccccc21	0	97	-4	20	3	-12	-0.1	0.1	91
O=C(NN1CCOCC1)c1cccc(COc2cccc(Br)c2)c1	7	99	-3	5	24	-2	1.1	0.9	96

An excerpt from above in order of the PHOSPHO1 inh value, descending.
| Molecule | GPR7 antag | MEKK3 PB1 HTS | GalR3 antagonist | PHOSPHO1 inh | NALP1 yeast inh | MEKK2 mut-MEK5 | MEKK2 WT-MEK5 |
| --- | --- | --- | --- | --- | --- | --- | --- |
| CC(C)[C@H](NC(=O)c1ccco1)C(=O)OCC(=O)Nc1ccc(F)cc1 | 0 | 105 | -7 | 12 | 2 | -2 | 98 |
| CC1CCN(C(=O)C2CCN(C(=O)c3cc4sccc4n3Cc3ccc(F)cc3)CC2)CC1 | 3 | 98 | -11 | 8 | 4 | 2 | 100 |
| N=c1c(C(=O)NCC2CCCO2)cc2c(=O)n3ccccc3nc2n1Cc1ccccc1Cl (configuration not stated) | 9 | 102 | -10 | -6 | 8 | 0 | 104 |
| CC(C)CCn1c(N2CCOCC2)nc2c1c(=O)n(CC(N)=O)c(=O)n2C | 8 | 78 | 0 | -15 | 5 | -13 | 88 |

Additional results follow:
SMILES	GPR7 antag	MEKK3 PB1 HTS	GalR3 antagonist	PHOSPHO1 inh	NALP1 yeast inh	MEKK2 mut-MEK5	V1R ag counter	OXTR agonist	MEKK2 WT-MEK5
O=C1CCCN1CN(C(=O)c1ccccc1)c1ccccc1	-7	102	-2	43	19	1	1.4	1.2	102
CCc1ccccc1NC(=O)c1ccc(S(=O)(=O)N2CCCC2)cc1	-6	104	-11	49	6	3	0.0	1.2	104
Cc1ccccc1NC(=O)c1ccc(NC(=O)C2CCCO2)cc1 (configuration not stated)	-9	102	/	7	11	-2	0.5	0.8	96
O=C(Cn1c(N2CCN(c3ccccc3)CC2)nc2ccccc21)c1ccccc1	-6	/	-4	32	24	/	0.7	-0.5	/
O=[N+]([O-])c1ccc(Sc2cccc[n+]2[O-])c2nonc12	20*	91	-6	8	3	-18	/	/	96
CC(=O)c1ccc(S(=O)(=O)N2CCC3(CC2)OCCO3)cc1	2	97	-10	24	29	-1	0.9	5.5	98
COc1ccc(CCNC(=O)c2ccc(NS(=O)(=O)c3c(C)noc3C)cc2)cc1OC	-7	104	2	13	7	6	0.3	-0.1	108
CSc1ncc(C(=O)Nc2ccccc2)cn1	-10	104	-7	-1	11	7	/	/	108
COCCOC(=O)C1=C(C)NC(=S)NC1/C=C/c1ccccc1 (configuration not stated)	-10	101	6	-1	4	-2	0.0	-1.8	95
O=C(c1ccc(Cl)cc1)C1CCCN(C(=O)/C=C/c2ccccn2)C1 (configuration not stated)	-7	110	6	-12	-6	7	1.6	-1.5	113
O=C(O)c1cc(NC(=O)c2cccc(C(=O)Nc3cc(C(=O)O)cc(C(=O)O)c3)c2)cc(C(=O)O)c1	-20	106	-5	3	23	2	-0.9	0.4	109
Cc1cc(N=Nc2ccccc2)c(NCC(O)C(O)C(O)CO)cc1C (configuration not stated)	6	98	-10	-26	-8	1	-0.7	0.6	94
CN1N=C2c3ccccc3CCCC2C1c1ccc(F)cc1 (configuration not stated)	-16	100	-2	-32	-13	6	-0.9	-3.2	102
Cc1cc(C)c2nc(N3CCC(C(=O)NCc4ccccn4)CC3)sc2c1	-9	105	-8	-24	1	7	1.3	0.6	104
Oc1ccc(N=Cc2ccc(O)c(O)c2)cc1	-1	101	/	2	-19	-3	-1.2	-0.7	94
CNC(=O)c1csc(-c2cccs2)n1	-7	100	-2	7	-21	-1	1.1	-1.6	99
Cc1ccccc1C(=O)N1CCC(C(=O)Nc2ccc(C(C)C)cc2)CC1	-10	105	2	19	12	7	4.8	1.0	106
O=C(COc1ccc2c3c(c(=O)oc2c1)CCC3)Nc1ccc(CN2CCOCC2)cc1	-14	100	-1	24	11	0	2.7	2.1	101
Cn1c(=O)c2c(nc(CN3CCN(Cc4ccccc4)CC3)n2Cc2ccccc2)n(C)c1=O	-4	110	/	34	/	7	/	/	108
CCCCC1NC(=S)N(C2CCCCC2)C1=O (configuration not stated)	-9	106	1	-3	7	1	-1.8	-2.4	108
COc1ccccc1CN1CC(=O)N2CSC[C@H]2C1=O	7	93	-8	6	0	-6	0.3	0.3	95
Cn1c(=S)n(C)c2ccccc21	-8	98	-8	37	3	-1	0.1	0.8	98
CCC(=O)c1ccccc1OCC(=O)Nc1c(C)cccc1C	-5	102	0	17	-3	-2	2.7	-0.2	96
COc1ccc(NC(=O)CSc2ccccc2)cc1S(=O)(=O)N1CCCCC1	-1	107	-6	-6	22	-1	2.2	1.9	107
Cc1ccc(S(=O)(=O)N2CCN(CCO)CC2)cc1-c1nnc2c3ccccc3c(C)nn12	-5	108	30*	/	/	3	0.6	-0.5	106
COCCCNC(=S)NCCNc1nc2c(C)c(C)ccc2cc1C#N	-13	103	-6	14	1	7	/	/	107
CCCCc1c(O)nc(SCC(=O)N2CCCCC2)[nH]c1=O	3	99	-10	2	14	-2	0.2	0.4	95
COc1ccc(CNC(=O)Nc2cccs2)cc1OC	14	101	-5	-72	-3	3	0.8	0.1	101
CCN1CCN(C(=O)CCNC(=O)Cn2ccc3ccccc3c2=O)CC1	-15	101	-2	19	2	2	1.5	-0.3	106
CCN(CC)CC(=O)Nc1c(Br)ccc2c1OCO2	-14	102	-1	-8	0	5	-0.2	-1.2	105
CNc1nc(-c2ccccc2)nnc1C(F)(F)F	-10	100	-1	12	/	-1	-0.3	-1.0	97
O=C(NCCc1ccc(F)cc1)c1cccs1	5	102	-4	-14	-1	9	-0.2	1.0	103
CC/C(=N\NC(=S)NC(C)C)c1ccc(OC)c(OC)c1	-9	102	3	12	-14	0	-0.1	-2.2	102
COc1ccc2nc(N/C(N)=N/C(=S)Nc3ccc(C)c(C)c3)nc(C)c2c1	-4	105	/	-20	26	21	0.2	-0.5	109
CCOC(=O)c1ccc(NS(=O)(=O)c2cn(C)cn2)cc1	0	99	3	20	20	1	-0.3	1.2	105
O=C(Nc1ccccc1Cl)c1ccccc1Cl	-5	103	-1	30	12	3	-0.6	-1.6	103
CC1=C(C(N)=O)C(c2ccccn2)n2nc(SCc3ccccc3Cl)nc2N1 (configuration not stated)	-12	97	-2	42	0	-2	0.8	0.2	97
O=C(c1cc(COc2c(F)cccc2F)on1)N1CCN(C2CCCCC2)C(=O)C1	-2	99	-2	-9	12	1	1.0	-0.2	101
CC/C(C)=N/Nc1nc2c(c(=O)[nH]c(=O)n2C)n1Cc1ccccc1	-21	111	1	20	8	12	-0.9	-1.8	109
CCOc1cccc(/C=N/NC(=O)c2ccc3c(c2)OCCO3)c1O	5	101	-4	34	-12	0	1.2	0.9	101
COc1cc(C(=O)OCCN2CCCCC2)ccc1O	-11	99	1	14	-1	-1	-0.3	0.6	98
Nc1ccccc1SCC(=O)N1CCc2ccccc21	-16	103	1	-4	25	2	-1.6	-2.5	106
Cc1ccc(CNC(=O)c2cnc(-c3ccccn3)nc2C(F)(F)F)cc1	0	108	-3	-1	-16	8	0.0	0.9	112
O=C(NCSC1=NCCS1)c1ccccc1	-6	108	-6	46	2	9	0.7	1.2	107
COc1ccc(OC)c(NC(=O)C2=C(C)NC(=O)NC2c2cccs2)c1 (configuration not stated)	-4	106	5	8	1	-2	0.6	0.3	95
CCNC(=O)c1oc2c(c1C)C(=O)CC(C)(C)C2	2	101	-1	-1	4	-3	0.6	0.5	94
Cn1nnc(NC(=O)/C=C/c2ccco2)n1	-17	85	-4	22	i	-16	0.2	-1.5	88
N#Cc1c(-c2ccc3c(c2)OCO3)ccn2nc(-c3cccc(C(F)(F)F)c3)nc12	-7	91	1	3	-10	-5	-0.7	0.0	90
Cc1cccc(-c2nc(N)nc(N)n2)c1	0	98	-3	32	/	-6	0.0	0.0	96
COc1ccc(NC(=O)COC(=O)CCCC2=NS(=O)(=O)c3ccccc3N2)cc1Cl	-14	100	4	32	-21	0	1.1	0.3	100
CCCOc1ccc(Cn2ccnc2)cc1[N+](=O)[O-]	-8	97	0	8	10	-1	1.1	-0.1	97
Clc1ccccc1-c1nn2c(COc3ccccc3)nnc2s1	14	87	-7	-22	40*	-5	-0.3	-1.9	91
CC1(/[N+]([O-])=C/c2ccccc2F)CCCCC1=O (configuration not stated)	-1	108	-2	-8	34	-3	2.3	0.6	99
O=C(O)c1cccc(N/N=C/c2ccc(F)c(F)c2)c1	-12	72	6	-56	16	-7	-0.7	0.4	75
O=C(c1ccccc1)N1CCn2c1nc1ccccc12	-9	104	-5	49	16	-7	-1.5	-1.4	97
Cc1cc(OCC(O)CNC(C)c2ccccc2)ccc1C(C)C (configuration not stated)	12	91	-15	3	25	2	19	13	116
COc1ccc(-c2noc(-c3cc(C)cc(C)c3)n2)cc1OC	-15	110	7	-7	-13	6	0.1	-0.3	112
CC(Oc1ccccc1F)C(=O)NNC(=O)c1ccc(F)c(S(=O)(=O)N2CCOCC2)c1 (configuration not stated)	1	98	0	36	14	-5	/	/	97
